14-3-3 PPI = 14-3-3 gamma protein interaction modulation; FP, 14-3-3gamma / TMR-pS259-Raf peptide binding; inhibition, % at 40 µM; actives 0.19% (n = 160,000); AID 422; in the data active = inhibition above about 30%;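 also: 0% = protein plus tracer without compound and 100% = blank with tracer alone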
Target sequence (P61981 whole entry, looked up): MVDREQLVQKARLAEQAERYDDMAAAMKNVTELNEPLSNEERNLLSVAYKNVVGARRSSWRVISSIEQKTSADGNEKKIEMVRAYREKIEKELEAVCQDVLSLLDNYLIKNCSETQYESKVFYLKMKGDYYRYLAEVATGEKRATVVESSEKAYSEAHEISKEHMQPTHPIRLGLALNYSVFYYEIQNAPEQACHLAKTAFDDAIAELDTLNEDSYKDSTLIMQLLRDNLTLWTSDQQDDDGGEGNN
Numbers without * were called inactive; & = joins results of further samples. Not all compounds are listed (hit frequency here may not be typical).

Start of the listing, in advance, 7 compounds:
SMILES | 14-3-3 PPI
Cc1cccc(N2CCN(C(=O)CCS(=O)(=O)c3ccc(Cl)cc3)CC2)c1C | -8
COCCCn1c2nc3ccccc3nc2c2c(=O)n(Cc3ccc(Cl)cc3)cnc21 | -4
Cc1c(NC(=O)CSc2nc(-c3ccco3)cc(C(F)(F)F)n2)c(=O)n(-c2ccccc2)n1C | -7
CC(=O)N1CCN(CC(O)COc2ccc(OCc3ccccc3)cc2)CC1 (stereo not drawn) | 6
CCN(CC)S(=O)(=O)c1ccc(NC(=O)C(OC)c2ccccc2)cc1 (stereo not drawn) | -2
CCCC(=O)NC(c1ccc(C)cc1)c1ccc2cccnc2c1O (stereo not drawn) | 5
Cc1cccc(NC(=O)c2ccccc2NC(=O)C(C)(C)C)n1 | 0

Results, from the first entry:
SMILES | 14-3-3 PPI
Cc1cccc(N2CCN(C(=O)CCS(=O)(=O)c3ccc(Cl)cc3)CC2)c1C | -8
COCCCn1c2nc3ccccc3nc2c2c(=O)n(Cc3ccc(Cl)cc3)cnc21 | -4
Cc1c(NC(=O)CSc2nc(-c3ccco3)cc(C(F)(F)F)n2)c(=O)n(-c2ccccc2)n1C | -7
CC(=O)N1CCN(CC(O)COc2ccc(OCc3ccccc3)cc2)CC1 (stereo not drawn) | 6
CCN(CC)S(=O)(=O)c1ccc(NC(=O)C(OC)c2ccccc2)cc1 (stereo not drawn) | -2
CCCC(=O)NC(c1ccc(C)cc1)c1ccc2cccnc2c1O (stereo not drawn) | 5
Cc1cccc(NC(=O)c2ccccc2NC(=O)C(C)(C)C)n1 | 0
Cc1ccc(-c2nn(-c3ccccc3)cc2CN(Cc2ccccc2)C(=O)CCC(=O)O)o1 | 0
O=C(Cn1c(=O)n(CC2CCCO2)c(=O)c2ccccc21)c1ccccc1 (stereo not drawn) | 4
COC(=O)c1ccccc1Nc1c(C(=O)OC)ccc2c1C(=O)c1ccccc1C2=O | -12
COc1ccc(-n2nc3c(c2NC(=O)c2cc4ccccc4oc2=O)CS(=O)(=O)C3)cc1 | -5&-2
O=C(O)c1ccc(C(=O)c2c3c(=O)n(-c4cccc(O)c4)c(=O)c3cc3c(=O)n(-c4cccc(O)c4)c(=O)c23)cc1 | 5
COc1ccc(CCNC(=O)C(=O)Nc2ccc(C)c(C)c2)cc1 | -9
O=[N+]([O-])c1ccc(Cc2ccncc2)cc1 | 1
Cc1ccc(S(=O)(=O)N(CC(=O)NCc2ccco2)Cc2ccccc2F)cc1 | 2
COC(=O)c1ccc(N2C(=O)CSC2c2cc3c(cc2[N+](=O)[O-])OCO3)cc1 (stereo not drawn) | -4
O=C(COc1ccc(Cl)cc1)Nc1ccc([N+](=O)[O-])cc1 | 10
CCN1C(=O)/C(=C2/SC(C)=C(C)N2CC)SC1=S | -13
O=C(c1ccc(Cl)cc1)N1CCN(c2ccc([N+](=O)[O-])c(NCc3ccccc3)c2)CC1 | 1
CCN(CC(=O)NC(C)C)C(=O)CCNC(=O)c1ccc(Cl)cc1 | 0
Cc1cc(NC(=O)C2(S(=O)(=O)c3ccc(Cl)cc3)CC2)no1 | 5
O=C(Nc1ccccc1O)c1ccc(Cl)cc1 | -8&-12
Cc1nc2sc(C(c3cccs3)N3CCN(c4cccc(Cl)c4)CC3)c(O)n2n1 (stereo not drawn) | 2
CCOC(=O)Cc1csc(NC(=O)Nc2ccccc2)n1 | -3
CC(=O)Nc1cc(C(=O)NC(C)c2ccccc2)ccc1S(=O)(=O)c1ccc(Cl)cc1 (stereo not drawn) | 0
Later entries:
SMILES | 14-3-3 PPI
COc1ccc(S(=O)(=O)N(CCCN2CCCC2=O)Cc2cc3c(C)ccc(C)c3[nH]c2=O)cc1 | -12
CC1=NNC(=O)C1C(c1ccccc1I)C(C#N)C#N (stereo not drawn) | 3
COc1ccc(-c2cc(C(F)F)n3ncc(C(=O)NCCCN4CCCC4=O)c3n2)cc1 | 5
CCOc1ccc2sc(NS(=O)(=O)c3ccc(OC)c(OC)c3)nc2c1 | 6
CCOC(=O)C1CCCN(C(=O)C2c3ccccc3C(=O)N3CCc4cc(OC)c(OC)cc4C23)C1 (stereo not drawn) | 5
Cc1sc(NC(=O)c2ccc(F)cc2)nc1C12CC3CC(CC(C3)C1)C2 | -1
CCCCc1c(C)c(C#N)c2nc3ccccc3n2c1NCCCN(C)C | -1
CCN(c1ccccc1)S(=O)(=O)c1ccc(N)cc1 | -4
Cc1c(C(=O)NCc2cccs2)oc2ccc(S(=O)(=O)N3CCC(C)CC3)cc12 | -3
CC1CCCN(CCCNS(=O)(=O)c2cccc3nsnc23)C1 (stereo not drawn) | -1
Fc1ccc(C2Nc3c(Cl)cccc3C3C=CCC32)cc1 (stereo not drawn) | -99
CCOC(=O)c1c[nH]c2c(ccc3ccccc32)c1=O | 3
CC(C)CCn1c(NCCc2ccccc2)nc2c1c(=O)n(C)c(=O)n2C | 2
Cc1ccc(C(=O)NCCNC(=O)c2ccc(C)cc2)cc1 | -292
Cc1cccc2cc(CN(Cc3nnnn3Cc3ccco3)C3CCCC3)c3nnnn3c12 | -14
CN(Cc1ccccc1)S(=O)(=O)c1ccc2c(c1)n(C)c(=O)n2C | -1
CCCC(C(=O)NC1CCCCC1)N(CC1CCCO1)C(=O)CNS(=O)(=O)c1ccc(F)cc1 (stereo not drawn) | 0
CCN(CC)C(=O)C1=C(C)NC(=O)NC1c1ccccc1F (stereo not drawn) | -3
CC(=O)c1c(C(F)(F)F)n[nH]c1C | -5
CCOc1ccccc1C1NC(=O)NC(C)=C1C(=O)OCC1CCCCC1 (stereo not drawn) | -4
Cc1cc(C)c(C#N)c(OCC(=O)c2ccccc2)n1 | 5
O=C(O)CCN1C(=O)c2ccc(Oc3cccc([N+](=O)[O-])c3)cc2C1=O | 1
COc1ccc(-c2nnc(NC(=O)c3ccc(S(=O)(=O)N4CCCCCC4)cc3)o2)c(OC)c1 | -2
COc1ccc(-c2cc3nc4n(c(=O)c3s2)CCOC4)cc1 | 14
CCOC(=O)c1nn(-c2ccccc2)c(=O)c2c(NC(=O)C(C)C)scc12 | 2
Other structures:
SMILES | 14-3-3 PPI
COc1ccccc1OCc1ccc(C(=O)N2CCN3CCCC3C2)cc1 (stereo not drawn) | -2&-14
c1ccc(CN2CCN(Cc3c[nH]c4ccccc34)CC2)cc1 | -8
CC(C)Cn1cc(C(=O)NCCN(C)Cc2ccccc2)c2c3ccccc3n(C)c2c1=O | -10
Cn1c(=O)c2c(nc(Cl)n2Cc2ccncc2)n(C)c1=O | 3
CC(=O)N1c2ccccc2C(N(C(=O)c2ccc([N+](=O)[O-])cc2)c2ccccc2)CC1C (stereo not drawn) | -9
Cc1ccc(N2CCN(C(=O)C3CCCN(S(=O)(=O)c4cccc5nonc45)C3)CC2C)cc1 (stereo not drawn) | -82
O=C(NCCNC(=O)C(c1ccccc1)c1ccccc1)c1ccco1 | -4
N#CC1=C(N)SC(N)=C(C#N)C1c1ccc(C(F)(F)F)cc1 | -69
O=C1CCCC2=C1C(c1ccccc1C(F)(F)F)Nc1ccc3ncccc3c12 (stereo not drawn) | 2
CCSc1ccccc1C(=O)NCCCn1ccnc1 | 7
C=C(C)Cn1c(COc2ccccc2)nnc1SCC(=O)O | 6
O=C(c1ccc2c(c1)OCO2)N1CCN=C1SCc1ccccc1 | 3&-3
O=C(COC(=O)c1cccc(N2Cc3ccccc3C2)c1)c1ccc([N+](=O)[O-])cc1 | -6
CCOC(=O)CSC1=C(C#N)C(c2ccccc2OCC)C(C(=O)OCC)C(=O)N1 (stereo not drawn) | 3
COc1ccc(NS(=O)(=O)c2cc(C(=O)Nc3ccccc3)ccc2Cl)cc1 | -16
Cc1cccc(NC(=O)c2ccc(NC(=O)Cc3nn(C)c(=O)c4ccccc34)cc2)c1 | -4
COc1ccc(CNC(=O)CSc2ccccn2)cc1 | -2
CCOC(=O)N1CCC(Nc2cc(C)nc3c(-c4ccccc4OC)c(C)nn23)CC1 | 0
O=S(=O)(NC1c2cccc3cccc(c23)C1N1CCN(CCO)CC1)c1ccccc1 (stereo not drawn) | -11
CCOC(=O)C(C)Sc1nc(-c2cccs2)ccc1C#N (stereo not drawn) | 1
O=C(NCc1ccc2c(c1)OCO2)c1cnc2ccccn2c1=O | -5
COc1ccc(CNC(=O)c2cnc(C)cn2)c(OC)c1 | -3
O=C(Nc1ccccc1C(=O)N1CCCCC1)c1cccc(S(=O)(=O)N2CCCCC2)c1 | -6
COc1ccc(Cl)cc1S(=O)(=O)N1CCN(CC(N)=O)CC1 | -3
CCCOc1nc(N)c(C#N)c(-c2ccccc2F)c1C#N | -10

Retrieved by structure from the entries so far, two records:
SMILES | 14-3-3 PPI
CCOC(=O)N1CCC(Nc2cc(C)nc3c(-c4ccccc4OC)c(C)nn23)CC1 | 0
Cc1ccc(N2CCN(C(=O)C3CCCN(S(=O)(=O)c4cccc5nonc45)C3)CC2C)cc1 (stereo not drawn) | -82

Continued.
SMILES | 14-3-3 PPI
COc1cc(S(=O)(=O)NCc2ccco2)c(OC)cc1Br | 2
Cc1[nH]c2ccccc2c1CCO | 4
COc1ccc(-c2nnnn2C)cc1S(=O)(=O)NCCc1ccccc1 | -4
Cc1[nH]c2ccc(Br)cc2c1CCNS(=O)(=O)c1ccc(F)cc1 | -8
CCOc1ccc(NC(=O)N(CCN(C)C)C(C)c2ccncc2)cc1 (stereo not drawn) | 0
CS(=O)(=O)c1ccc2nc(NC(NC(=O)c3ccco3)(C(F)(F)F)C(F)(F)F)sc2c1 | 5
Oc1ccccc1C=Nc1ncn[nH]1 | 4
COc1cccc(NC(=O)C2C3C=CC4(O3)C2C(=O)N(C2CC2)C4C(=O)NC2CCCCC2)c1 (stereo not drawn) | -5
CCCC(C)C(=O)Nc1nnc(C)s1 (stereo not drawn) | -3
COc1cc2c(cc1OC)C(COc1ccc3c(C)cc(=O)oc3c1)N(C(=O)C(C)Oc1ccccc1)CC2 (stereo not drawn) | -10
O=C(Nc1ccccc1C(=O)NCc1ccccc1)c1ccccc1 | -4
CCN(CC)CCNC(=O)C1CCN(S(=O)(=O)N2CCCCC2)CC1 | -13
CCCCC(=O)N(CCOC)c1nnc(-c2ccc(OC)cc2)s1 | -4
CCCCCN(C(=O)NC(=O)Nc1nncs1)S(C)(=O)=O | -6
CCOC(=O)C1=C(C)N(C)C(=O)NC1c1ccc(O)cc1 (stereo not drawn) | -5
CCCCNC(=O)C1CCC(CNS(=O)(=O)c2ccccc2)CC1 (stereo not drawn) | 7
Cc1cc2cc(CCNC(=O)c3cccc4ccccc34)c(=O)[nH]c2cc1C | -16
C=CCSc1nnc2c(n1)OC(c1cccs1)N(C(=O)CC)c1ccccc1-2 (stereo not drawn) | 0
O=C(O)c1ccc(NCCc2ccccc2Cl)c([N+](=O)[O-])c1 | 0
COc1ccc(C2C3=C(CC(c4cccc([N+](=O)[O-])c4)CC3=O)Nc3ccccc3N2C(C)=O)cc1OC (stereo not drawn) | -10
CCCCN(C)C(=O)Cn1c(C)cc2ccccc2c1=O | -5
C=CCNC(=O)CCCCn1c(=O)[nH]c2ccccc2c1=O | 2
O=[N+]([O-])c1cccc(S(=O)(=O)Nc2ccc(Br)cc2)c1 | 2
C1CCc2c(nnc3c2-c2nonc2CC3)C1 | -3
CCc1nc(NCC2CCCO2)c(C#N)c2c1COC(C)(C)C2 (stereo not drawn) | -1

Part of the list above in order of length of the SMILES, high to low:
SMILES | 14-3-3 PPI
CCOc1ccc(NC(=O)N(CCN(C)C)C(C)c2ccncc2)cc1 (stereo not drawn) | 0
CCCCc1c(C)c(C#N)c2nc3ccccc3n2c1NCCCN(C)C | -1
CC1CCCN(CCCNS(=O)(=O)c2cccc3nsnc23)C1 (stereo not drawn) | -1

Next compounds.
SMILES | 14-3-3 PPI
CCCn1c2c(c(O)c(C(=O)Nc3nc(C)cs3)c1=O)CCCC2 | -2&-6
COc1ccc(CNCc2ccc(C(F)(F)F)cc2)cc1OC | 1
Cc1ccc2cc3cc(C(=O)N(C)c4cccc(C(F)(F)F)c4)sc3nc2c1 | -12
Cc1ccnc(NS(=O)(=O)c2ccc(NC(=O)C3CCCO3)cc2)n1 (stereo not drawn) | 0
O=C(CCNC(=O)Cn1ccc2ccccc2c1=O)NCc1ccc(F)cc1 | 10
CCc1ccc(OCCNc2cc(N3CCNC(C)C3)ccc2[N+](=O)[O-])cc1 (stereo not drawn) | -8
CC1=C(C(=O)Nc2ccccc2)C(c2cccc(Cl)c2)NC(=S)N1 (stereo not drawn) | 7
COc1ccc(C2Nc3ccc(Br)cc3C3C=CCC32)cc1[N+](=O)[O-] (stereo not drawn) | -46
COc1ccccc1CNC(=O)c1ccc2c(c1)N(Cc1ccccc1)C(=O)CS2 | 2
CCCCCc1cc(O)c2c(C)cc(=O)oc2c1 | 1&-23
Cc1cc2ccccc2n1CCNC(=O)c1cc(Cl)ccc1[N+](=O)[O-] | -4
O=C(NCc1cccnc1)C1CC(=O)N(CCc2ccccc2)C1 (stereo not drawn) | -11
O=C(Nc1ccccc1)c1cc(S(=O)(=O)Nc2ccc(Br)cc2)ccc1Cl | -3
CCOc1ccc2nc(SCCc3ccccc3)[nH]c2c1 | -11
CCN(c1ccccc1)S(=O)(=O)c1ccc2c(c1)CCN2C(C)=O | -1
Cc1cccc(N(CC(=O)Nc2cccc(Cl)c2C)S(=O)(=O)c2ccccc2)c1C | -2
Cc1cccc(CN2C(=O)CSc3ccc(C(=O)NCc4ccccn4)cc32)c1 | -3
Oc1ccc(Br)cc1CN1CCCCCCC1 | -1
Cc1ccc2cc(C#N)c(NCCCNC(=O)C3CCCO3)nc2c1 (stereo not drawn) | 0
COC(=O)c1ccccc1N(Cc1ccccc1)S(=O)(=O)c1ccc(C)cc1 | -1
Cn1cc(S(=O)(=O)CC(=O)N2CCCCCC2)c2ccccc21 | -4
COc1cc(NC(=O)C2CCCN(S(=O)(=O)c3cccc4nsnc34)C2)cc(OC)c1 (stereo not drawn) | -4&-9
O=S(=O)(Nc1ccc(O)c2ccccc12)c1ccccc1 | -8
COc1ccc(-n2ncc3c(Nc4cc(OC)c(OC)c(OC)c4)ncnc32)cc1 | -3
COc1ccc(C(NC(C)=O)c2cc(Cl)c3cccnc3c2O)cc1OC (stereo not drawn) | -1
Cc1cc(C)c(C#N)c(SCSCc2ccc(Cl)cc2)n1 | 3
CCOc1cc2c(cc1OCC)C1C(C(=O)NCc3cccnc3)c3ccccc3C(=O)N1CC2 (stereo not drawn) | 0

Screens from PubChem.
